# Source: PubChem BioAssay (several laboratories)
# Autophagy mod: autophagy modulators in MEF cells, primary screen, imaging, high-content, MEF GFP-LC3. AID 463193, 2010. calls only at 10 µM (by protocol). MEF GFP-LC3 puncta imaging; test concentration mostly 10 µM. actives 0.98% (n = 190,000);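 active = percentage of spot-positive cells more than 3 SD above its plate mean, without a fluorescence outlier flag or 80% toxicity; inconclusive = no clear call, values can overlap the other calls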;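 note: spot-positive cell cutoff set from DMSO-treated cells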
# MT stabilizer: microtubule stabilizers in HeLa cells, primary screen, imaging, high-content imaging; % tubulin-high responders, % at 10 µM; HeLa tubulin immunostaining HCS, 24 h; share of cells brighter than vehicle mean+2SD; actives 0.83% (n = 200,000); AID 2205, 2009;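 active = plate Z-score above 3 for both tubulin-high and condensed-nucleus cell shares, with cell loss under 80%, at 10 µM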;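 note: anti alpha tubulin signal scored within the nucleus-defined area of each cell; some results filed as inactive read as strong as hits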
# bCat nuc transl: modulators of beta-catenin nuclear translocation, primary screen, imaging, HeLa cells, immunofluorescence, high-content; nuclear translocation activity, % at 5 µM; AID 1665, 2009; actives 0.3% (n = 190,000);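 active = nuclear translocation activity above 50% at 5 µM, with a well cell count of 50 or more; inconclusive = wells under 50 cells across six images, flagged as toxic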;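 note: per-cell ratio of nuclear to cytoplasmic median beta-catenin stain intensity; plate controls were DMSO negative control for no effect and GSK-3 inhibitor IX positive control for full effect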
#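 Assay system: human HeLa cells, native beta-catenin; doses: 5 µM primary, 0.02–20 µM confirmation; incubation: compound treatment 24 h, 37°C, 5% CO2; technique: fluorescence imaging of beta-catenin antibody stain plus DAPI; measure: % activation, nuclear-to-cytoplasmic median beta-catenin signal ratio per cell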
# HIV fusion peptide: inhibitors of HIV fusion peptide binding, primary screen, biochemical, uHTS, fluorescence dequenching (AID 1986); cell-free peptide binding, fluorescence dequenching, 30 min; higher % means a stronger effect; actives 0.3% (n = 290,000); inhibition, % at 20 µM; hits with a dose series show IC50 in µM; in the data active = inhibition mostly above about 52%, no sharp cut-off; inactive = mostly below about 76%; note: some results filed as inactive read as strong as hits
# Yfh1-depleted yeast: enhancers of respiration in Yfh1-depleted yeast, dose response, Friedreich's ataxia, plus single-dose screen (AID 1465); one-dose fold induction at 50 µM; EC50 in µM for titrated hits; actives 0.074% (n = 220,000); S. cerevisiae Yfh1-off respiration, WST-1 reduction, 72 h; higher fold induction means a stronger effect;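 active = fold induction of absorbance versus untreated yeast above a set limit, then at least 30% activation at any dose in follow-up; inconclusive = repeats straddling the limit, or above it without dose testing; inactive = fold induction below the set limit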;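 note: activators that raise dye reduction in frataxin-depleted yeast; strong numbers were not always called active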
# AID2073: inhibitors of Mint1-CaV2.2 protein interaction, biochemical, HTRF (AID 2073); Voltage-dependent N-type calcium channel subunit alpha-1B (Homo sapiens); HTRF protein-protein interaction, Mint1-CaV2.2; higher % means a stronger effect; inhibition, % at 20 µM; hits with a dose series show IC50 in µM; actives 0.19% (n = 290,000); in the data active = inhibition mostly above about 51%, no sharp cut-off; inconclusive = no clear call, values can overlap the other calls; inactive = mostly below about 53%; note: some results filed as inactive read as strong as hits
# Insulin prom up: insulin promoter activators in MIN6 cells, imaging, high-content screening, mouse beta cells | MIN6 insulin promoter-GFP reporter; active compounds read high | z-score at 5 µM | actives 0.3% (n = 190,000) | AID 1625, 2009;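 active = z-score above 3 at 5 µM with at least 500 cells counted in the well; inconclusive = wells under 500 cells, flagged as cytotoxic or low count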
# Dynein transport: inhibitors of GR-EGFP nuclear translocation, primary screen, dynein cargo transport inhibitor project, imaging, high-content, 3617.4 mouse cells | AID 1381, 2008 | z-score, hits read low | actives 0.47% (n = 220,000) | test concentration mostly 20 µM; stimulated with dexamethasone, 1 µM; active compounds read low;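 active = plate z-score of nuclear minus cytoplasmic receptor signal below a set negative limit, without overly bright fluorescence or cell loss, cut at about -3.5 in these data, passing the limit was not always enough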;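 note: z-score of nuclear minus cytoplasmic ring GR-EGFP intensity difference per well; some compounds called inactive have numbers as strong as hits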
#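 Also added: dexamethasone, 1.0 µM final. Medium: tet-free, stripped-serum medium. Detection: fixed, Hoechst-stained cells imaged at 10x for EGFP. Read-out: nuclear-to-cytoplasmic GR-EGFP distribution per well. Times: induction 48 h, compound 1 h, agonist 30 min.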
# WT yeast gro inh: growth inhibition of WT strain, primary screen, mitochondrial fusion inhibitor project, WT and mutant strains, chemical genetic; AID 1362, 2008; inhibition, % at 10 µM; mitochondrial fusion phenotypic screen; actives 2.1% (n = 190,000); in the data active = inhibition above about 58%; tested in S. cerevisiae
# WT yeast gro inh mutant strain: also measured in WT yeast gro inh; calls as there; inhibition, %; mitochondrial fusion phenotypic screen, mutant strain inhibition
# Dynein transport cytoplasmic EGFP: also measured in Dynein transport; calls as there; z-score; measured here: cytoplasmic GR-EGFP intensity; active compounds read high
# Dynein transport nuclear GR-EGFP: further read-out of Dynein transport, marked with its call; z-score; measured here: nuclear GR-EGFP intensity;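 lower value marks the stronger effect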
# Dynein transport cell count: further read-out of Dynein transport, marked with its call; z-score; measured here: cell count per field
# Insulin prom up cell count: further read-out of Insulin prom up, marked with its call; cell count; measured here: cytotoxicity, nuclei count;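 total cells summed across four imaged fields per well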
# bCat nuc transl cell count 5 µM: further read-out of bCat nuc transl, marked with its call; cell count; measured here: cell count, cytotoxicity flag
# MT stabilizer Hoechst-high %: second read-out of MT stabilizer, no call of its own (marks repeat the call); % Hoechst-high responders; measured here: nuclear condensation Hoechst responders;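 share of cells brighter than vehicle mean plus two SD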
# MT stabilizer cytotoxicity %: also measured in MT stabilizer; calls as there; toxicity, %; measured here: cytotoxicity by cell density;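 0% = mean cell density of plate MIN control wells and 100% = no cells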
# Autophagy mod cell loss 18 h: also measured in Autophagy mod; calls as there; toxicity, %; measured here: cell loss, nuclei count;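 cell loss after 18 h compound exposure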
# An asterisk follows results filed as active; i = inactive; ? = inconclusive; / = no result given; + = active, no number; & = joins results of further samples.
SMILES,Autophagy mod,Autophagy mod cell loss 18 h,MT stabilizer,MT stabilizer Hoechst-high %,MT stabilizer cytotoxicity %,bCat nuc transl,bCat nuc transl cell count 5 µM,HIV fusion peptide,Yfh1-depleted yeast,AID2073,Insulin prom up,Insulin prom up cell count,Dynein transport,Dynein transport cytoplasmic EGFP,Dynein transport nuclear GR-EGFP,Dynein transport cell count,WT yeast gro inh,WT yeast gro inh mutant strain
COc1ccc2nc(SCC(=O)Nc3ccc(S(=O)(=O)Nc4nccc(C)n4)cc3)[nH]c2c1,i,2.4,2.5,1.0,2.8,0.1,1413,1.1%,i,-7.2%,0.75,1263,1.03,-0.21,0.314,-0.244,-11.8,-10.9
Cc1ccc(CN2C(=O)c3ccccc3NC23CCN(Cc2ccccc2)CC3)cc1,+,4.9*,3.3,3.1,6.9,1.8,1138,-1.2%,i,17.9%,-0.05,1194,0.755,-0.15,0.568,-0.98,8.8,-14.6
CC(=O)c1ccc(Nc2c3c(nc4ccccc24)CCCC3)cc1,/,/,/,/,/,1.3,1282,-0.1%,i,8.6%,-0.07,1074,1.11,-0.198,0.497,-0.418,/,/
COc1ccccc1NS(=O)(=O)c1cc(NC(=O)CNC(=O)c2ccccc2)ccc1C,i,-2.6,3.3,3.1,5.2,-0.7,936,-0.4%,i,-0.9%,0.15,1254,-0.263,-0.216,-0.585,0.0369,-8.8,-12.7
Cn1c(=O)oc2cc(S(=O)(=O)N3CCc4ccccc43)ccc21,/,/,/,/,/,1.4,1367,0.2%,i,-16.7%,0.43,990,-0.359,-0.208,-0.215,1.06,/,/
Cc1nc2c(-c3ccc(Cl)cc3)c(C)[nH]n2c(=O)c1Cc1ccccc1,i,-29.2,2.0,1.3,8.8,2.9,1076,9.5%,i,27.3%,?,/,0.43,-0.266,0.31,-0.259,2.6,0.2
Cc1ccc(S(=O)(=O)NNC(=S)NCCc2ccccc2)cc1,/,/,/,/,/,0.7,1235,-2.1%,i,-7.0%,0.37,1310,0.663,-0.276,0.209,-0.311,/,/
c1ccc(-c2nc(-c3cccs3)[nH]c2-c2ccccc2)cc1,i,1.8,8.1,4.5,3.1,-0.9,1347,1.1%,i,2.8%,-0.54,1629,-0.284,-0.225,-0.544,0.265,3.9,8.2
CC(N)C12CC3CC(CC(C3)C1)C2 (stereo not drawn),i,3.4,2.4,2.1,2.2,1.1&-3.6,1257&1106,1.0%&-1.4%,i,-0.3%&-2.6%,-0.37&0.24,1118&1249,-1.31&-0.471,-0.221&-0.19,-0.0505&-0.0635,-0.0685&0.191,-8.9,4.0
Cc1[nH]cnc1CSCc1ccc(F)cc1,i,8.0,4.1,2.1,10.1,-1.0,917,0.8%,i,-1.0%,/,/,0.983,-0.289,0.224,-0.724,-9.5,-6.2
COCCNC(C(=O)Nc1ccc(C)cc1[N+](=O)[O-])c1ccccc1 (stereo not drawn),i,0.6,1.7,3.5,6.0,/,/,2.2%,i,-28.1%,0.12,1187,-0.933,-0.185,-0.727,-0.465,1.2,4.6
Cc1cc(C)n(CC(=O)n2c3ccccc3c3ccccc32)n1,i,-4.8,4.9,2.5,4.7,-4.3,914,0.1%,i,18.1%,/,/,-0.358,-0.19,0.33,-0.0709,11.1,7.2
O=C(NCCN1C(=O)S/C(=C\c2cccs2)C1=O)[C@H](Cc1ccccc1)N1C(=O)c2ccccc2C1=O,i,5.0,1.5,3.0,1.2,/,/,2.3%,i,3.7%,0.52,1222,0.136,-0.185,-0.258,-0.414,21.9,27.1
S=C1NC2(CCCCC2)NN1c1ccccc1,i,-30.6,2.7,2.0,3.2,2.8,1066,-0.7%,i,-15.5%,-0.22,1205,-1.17,-0.257,-0.589,0.864,44.0,21.2
Fc1cccc(-n2ncc(-c3nnnn3-c3ccccc3)c2C(F)(F)F)c1,i,-1.6,3.4,1.2,6.3,-0.6,1161,1.8%,i,11.5%,/,/,0.339,-0.0769,0.0472,0.149,6.9,-11.7
CCOC(=O)c1ccc(CNC(=O)Cn2nnc(-c3cccc(C)c3)n2)o1,i,-2.4,4.6,1.4,10.6,-0.3,1138,-0.6%,i,-9.3%,0.1,1230,-0.548,-0.287,-0.456,0.771,-10.2,-0.5
CCC(CC)C(=O)Nc1nnc(-c2cccs2)s1,i,1.4,4.7,1.4,7.6,-4.5,785,0.3%,i,-17.8%,0.95,1390,0.117,-0.141,0.416,-1.25,3.4,0.3
Cc1ccnc(NC(=O)CCC(=O)N(CC(=O)NCc2ccccc2)c2ccc3c(c2)OCO3)c1,i,3.3,4.5,2.3,5.7,-1.8,444,1.7%,i,18.2%,/,/,2.31,-0.194,1.03,-1.23,-8.5,5.6
COc1ccccc1N(C)S(=O)(=O)c1ccc(C(=O)OCC(N)=O)cc1,i,-3.6,2.1,2.6,4.2,-2.3,1098,-0.1%,i,3.5%,/,/,0.349,-0.188,0.844,-1.18,13.8,-16.4
O=C(Nc1ccc2c(c1)OCO2)C(c1ccccc1)N1CCC2(CC1)OCCO2 (stereo not drawn),i,-8.3,2.6,2.2,6.3,-2.0,1021,-0.2%,i,3.8%,-0.46,1742,-0.364,-0.21,0.361,-0.999,-0.8,5.3
COc1cc(C(=O)N/N=C/c2ccc(OC)c(CN3CCN(c4ccc(F)cc4)CC3)c2)ccc1O,i,8.2,2.2,2.4,8.0,-0.4,1087,-6.5%,i,4.9%,0.05,1200,0.25,-0.173,0.267,-0.484,3.9,-2.0
CCOc1ccc(/C=C/C(=O)c2cc(Br)ccc(=O)c2O)cc1,i,6.5,2.7,1.4,8.9,-1.6,412,61.3%,i,-2.8%,0.11,1027,-1.15,-0.256,-0.87,0.996,-28.9,-33.3
CCC(=O)Nc1ccccc1C(=O)N1CCCC1,i,-6.2,1.6,2.4,4.0,-1.6,994,-0.7%,i,-6.5%,/,/,-0.258,-0.119,-0.217,0.474,15.4,21.9
Cc1nn(CC(=O)c2ccc(Cl)cc2Cl)c(C)[n+]1N,i,0.7,1.6,3.3,9.5,-0.9,1096,-1.4%,i,-10.1%,0.45,1438,1.21,-0.209,0.696,-1.43,-2.8,8.9
CC1CCC2C(=O)N(c3ccc(C(=O)NCc4ccccc4)cc3)C(=O)C2C1 (stereo not drawn),i,-1.0,3.2,2.4,7.1,-1.0,1024,-0.7%,i,4.4%,0.59,1436,-0.675,-0.275,-0.609,0.721,1.9,-7.7
C=CCC(O)(CCN1CCCCC1)c1ccccc1 (stereo not drawn),i,-11.6,1.5,1.7,6.2,-6.7,902,-0.9%,i,-0.2%,1.63,1363,-0.4,0.0257,-0.149,0.444,-36.7,-45.2
Fc1ccc(CSc2nnc(-c3cccnc3)n2Cc2ccco2)cc1,i,12.4,4.0,2.8,10.4,0.0,932,-0.6%,i,-5.2%,-1.42,1286,-0.753,-0.284,-0.727,0.838,-4.2,-1.6
O=C(c1cc2ccccc2oc1=O)N1CCN(c2ccc(N3CCOCC3)nn2)CC1,/,/,3.0,1.9,5.1,0.2,1098,-2.7%,i,-2.6%,-0.52,1926,0.0396,-0.214,0.148,-0.0701,-8.1,-5.2
O=C(NCCCCCCCCCNC(=O)C(F)(F)F)C(F)(F)F,i,-3.7,3.1,2.3,9.4,/,/,-1.9%,i,-3.7%,/,/,-1.01,-0.205,-0.975,1.49,-9.3,-6.4
COc1ccc(OC)c(C(=O)c2ccc(C(=O)N3CCN(Cc4csc(C)n4)CC3)cc2)c1,i,6.8,7.7,2.4,9.3,0.2,1529,0.5%,i,-3.8%,0.57,1419,0.411,0.723,0.414,0.0401,-23.0,5.3

# A second format for two compounds above.
> CCC(=O)Nc1ccccc1C(=O)N1CCCC1
  Autophagy mod: i
  Autophagy mod cell loss 18 h: -6.2
  MT stabilizer: 1.6
  MT stabilizer Hoechst-high %: 2.4
  MT stabilizer cytotoxicity %: 4.0
  bCat nuc transl: -1.6
  bCat nuc transl cell count 5 µM: 994
  HIV fusion peptide: -0.7%
  Yfh1-depleted yeast: i
  AID2073: -6.5%
  Insulin prom up: /
  Insulin prom up cell count: /
  Dynein transport: -0.258
  Dynein transport cytoplasmic EGFP: -0.119
  Dynein transport nuclear GR-EGFP: -0.217
  Dynein transport cell count: 0.474
  WT yeast gro inh: 15.4
  WT yeast gro inh mutant strain: 21.9

> Cc1nn(CC(=O)c2ccc(Cl)cc2Cl)c(C)[n+]1N
  Autophagy mod: i
  Autophagy mod cell loss 18 h: 0.7
  MT stabilizer: 1.6
  MT stabilizer Hoechst-high %: 3.3
  MT stabilizer cytotoxicity %: 9.5
  bCat nuc transl: -0.9
  bCat nuc transl cell count 5 µM: 1096
  HIV fusion peptide: -1.4%
  Yfh1-depleted yeast: i
  AID2073: -10.1%
  Insulin prom up: 0.45
  Insulin prom up cell count: 1438
  Dynein transport: 1.21
  Dynein transport cytoplasmic EGFP: -0.209
  Dynein transport nuclear GR-EGFP: 0.696
  Dynein transport cell count: -1.43
  WT yeast gro inh: -2.8
  WT yeast gro inh mutant strain: 8.9
